# Bioassay records as filed in PubChem.
# WRN inhibitor: WRN helicase (human) inhibition | WRN helicase unwinding, fluorescent forked duplex, kinetic | Potency, µM (titrated, usually from 114 µM), inactives show top-dose activity change, negative = inhibition, most hits filed as inhibitors | 360,000 compounds, 0.46% hits | AID 651768; note: potency is the fitted concentration of half-maximal effect; % is set by controls: 0 for no effect and ±100 for the full control effect; nearly all actives have a fitted effect of over 55% in size
#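 WRN at 20 nM final was preincubated with compound for 15 min at room temperature; reaction started with 100 nM forked duplex oligonucleotide carrying fluorophore and quencher plus 2 mM ATP (final). Unwinding followed kinetically by red fluorescence (ex 525/em 598 nm).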
# PI5P4Ka inh: blocks human PI5P4K alpha kinase activity; PI5P4Kalpha enzyme, ADP-Glo luminescence, 60 min; hits give low values; max response, %; 330,000 compounds, 1.2% hits; AID 652105; active = max response of -50% or lower; inconclusive = between -30% and -50%; inactive = -30% or higher; note: value at the top dose of about 77 µM; % is set by controls: 0 for no effect and ±100 for the full control effect
# Target sequence (P48426 whole entry, looked up): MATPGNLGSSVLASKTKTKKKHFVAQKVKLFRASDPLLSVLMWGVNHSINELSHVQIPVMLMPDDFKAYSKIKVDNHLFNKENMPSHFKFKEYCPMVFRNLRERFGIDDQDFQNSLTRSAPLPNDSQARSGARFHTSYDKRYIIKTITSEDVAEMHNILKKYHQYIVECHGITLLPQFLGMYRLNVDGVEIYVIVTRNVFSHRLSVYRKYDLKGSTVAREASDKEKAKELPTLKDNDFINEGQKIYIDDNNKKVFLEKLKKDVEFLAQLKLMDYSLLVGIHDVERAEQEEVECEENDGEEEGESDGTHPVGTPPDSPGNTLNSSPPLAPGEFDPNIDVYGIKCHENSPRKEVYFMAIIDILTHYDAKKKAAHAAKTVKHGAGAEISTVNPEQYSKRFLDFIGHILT
#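 Quantitative HTS of the MLSMR library against PI5P4Kalpha with substrate. ATP added last at 5 microM final; room temperature, 60 minutes. Remaining ATP depleted, ADP converted and read as luminescence.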
# FUS yeast rescue: FUS proteinopathy suppression in yeast; Potency, µM (top dose mostly 76.6 µM), inactives show top-dose growth rescue (activation), most hits filed as activators; 390,000 compounds, 0.24% hits; S. cerevisiae FUS-expressing, growth rescue, OD600, 24 h;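 note: potency is the fitted concentration of half-maximal effect; plate controls were DMSO vehicle for no effect and reference control for full effect; nearly all actives have a fitted effect of over 55% in size; some results filed as inactive show a strong effect at the top dose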
#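 S. cerevisiae expressing FUS from galactose induction served as the toxicity model. Growth after 24hr at 30C, read as absorbance at 600 nm, indicates suppression of toxicity; compounds dosed at several concentrations.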
# IL2 activator: IL-2 activation; IL-2 activation reporter assay, cell-based qHTS; stimulated with anti-CD3/CD4/CD28 beads; in transgenic mouse T cells; activation, % (series mostly up to about 46 µM); 360,000 compounds, 0.065% hits; in the data active = activation above about 50%; inconclusive = mostly about 30% to 49%; note: 0% is about no effect
#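 Readout: EGFP and DsRed signals by fluorescent plate cytometry. Unstimulated transgenic mouse T cells received compound 60 min before antibody-bead stimulation, then incubated 18 h at 37 degrees C.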
# EPAC1 agonist: agonists of human EPAC1; O95398; EPAC1 agonist qHTS, biochemical assay; response scale: 100% = response to 6.5 mM cAMP; Potency, µM (top dose mostly 154 µM), without a hit: at the highest dose activation, actives largely listed as activators; 360,000 compounds, 0.073% hits; AID 720707; note: potency is the fitted concentration of half-maximal effect; nearly all actives have a fitted effect of over 60% in size
#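 Nucleotide exchange assay: 100 nM EPAC1 with 250 nM Rap1B loaded with BODIPY-GDP and 50 uM GDP, room temperature. Fluorescence (480/540 nm) read every 5 min for 30 min; signal change normalized to 6.5 mM cAMP as full agonist.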
# PLK1 PBD block: PLK1 (human) polo-box domain binding inhibition; P53350; Plk1 PBD binding of FITC phosphopeptide, fluorescence polarization; Potency, µM, for inactives: max response, negative = inhibition, usual class: inhibitors; 360,000 compounds, 2.8% hits; AID 720504; note: potency is the fitted concentration of half-maximal effect; series mostly up to about 57 µM; % is set by controls: 0 for no effect and ±100 for the full control effect; nearly all actives have a fitted effect of over 65% in size
# Target sequence (P53350 whole entry, looked up, the tested form may be a part): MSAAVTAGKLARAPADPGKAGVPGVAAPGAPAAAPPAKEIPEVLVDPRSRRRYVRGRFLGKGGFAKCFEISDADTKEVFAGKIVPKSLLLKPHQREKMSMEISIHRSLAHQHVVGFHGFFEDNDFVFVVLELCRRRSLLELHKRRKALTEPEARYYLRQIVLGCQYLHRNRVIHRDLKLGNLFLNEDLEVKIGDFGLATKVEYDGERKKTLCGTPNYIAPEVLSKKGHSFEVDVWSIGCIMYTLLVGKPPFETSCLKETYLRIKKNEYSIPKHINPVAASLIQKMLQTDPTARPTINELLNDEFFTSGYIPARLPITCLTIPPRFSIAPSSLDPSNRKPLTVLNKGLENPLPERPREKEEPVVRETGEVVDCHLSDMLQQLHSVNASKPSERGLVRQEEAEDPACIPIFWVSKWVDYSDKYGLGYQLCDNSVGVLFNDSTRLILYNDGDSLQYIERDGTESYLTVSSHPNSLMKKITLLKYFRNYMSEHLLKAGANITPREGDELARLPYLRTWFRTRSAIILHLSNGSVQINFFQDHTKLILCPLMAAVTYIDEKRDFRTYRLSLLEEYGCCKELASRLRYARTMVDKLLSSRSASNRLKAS
# EPAC1 antagonist: blocks human EPAC1 exchange factor; AID 720709; 360,000 compounds, 0.14% hits; EPAC1 GEF assay, Rap1b-BODIPY-GDP exchange fluorescence; Potency, µM (doses to about 115 µM), without a hit: at the top dose activity change, negative = inhibition, hits mostly inhibitors; O95398;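 note: potency is the fitted concentration of half-maximal effect; plate controls were vehicle for no effect and positive control for full effect; nearly all actives have a fitted effect of over 50% in size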
# Abeta yeast res: restores growth of yeast expressing A-beta42 peptide | yeast expressing A-beta42, growth rescue, OD600, 48 h; response scale: 0% DMSO, 100% iron-clioquinol control | Potency, µM (top dose mostly 46.1 µM), for the others: at the highest dose growth rescue, hits mostly activators | 410,000 compounds, 0.063% hits | AID 1347071; note: potency is the fitted concentration of half-maximal effect; nearly all actives have a fitted effect of over 55% in size
#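 Yeast A-beta toxicity model in growth medium with pinned compounds, 48 h at 30 C; growth read as absorbance at 600 nm. Normalized to FeCl3/clioquinol equimolar mix (positive) and DMSO (negative).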
# Starred values were filed as active, the others as inactive; ? = inconclusive; · = not tested or not shown; & = joins results of further samples; [ ] = remark or other dose. Unless noted, calls come from the whole dose curve; as a rule, active = well fitted curve in the direction sought with a large enough effect; inconclusive = small, poorly fitted or top-dose-only effect, or another doubt; inactive = no such curve, though single readings can be large; an effect the other way counts as inactive or inconclusive.
SMILES,WRN inhibitor,PI5P4Ka inh,FUS yeast rescue,IL2 activator,EPAC1 agonist,PLK1 PBD block,EPAC1 antagonist,Abeta yeast res
CC1CCc2c(C(=O)Nc3nccs3)csc2C1 (stereo not given),-7%,21,·,-0.2,0%,-4%,10%,-11%
Cc1cn([C@H]2C[C@H](O)[C@@H](CCC(=O)NCCc3cnc[nH]3)O2)c(=O)[nH]c1=O,1%,-10,-15%,0.7,-1%,-10%,-5%,4%
CN1C(=O)N(CC(=O)N2CCN(S(=O)(=O)c3ccc(Cl)s3)CC2)C(=O)C12CCCCC2,5%,-5,·,-6.4,6%,-12%,11%,-15%
CCCC(=O)Nc1ccc2c(c1)nc(CCN1CCN(c3ccccn3)CC1)n2C,15%,1,2%,-0.2,16%,-8%,8%,-10%
CCOC(=O)c1cnc(SCC(=O)Nc2ccc(NC(=O)CC)c(OC)c2)nc1N,-12%,10,?,-3.5,4%,-8%,-2%,25%
Cc1cc(C)cc(NC(=O)COC(=O)COc2cccc3c2OC(C)(C)C3)c1,-12%,13,22%,-2.4,2%,0%,-4%,33%
COc1ccc(C(C)=O)cc1CN1C(=O)NC2(CCCC2)C1=O,1%,-6,8%,-1.3,-4%,9%,-6%,5%
CN(C)c1ccc2c(c1)OC(N)=C(C#N)C2c1cccc(F)c1 (stereo not given),-15%,·,23%,8.6,?,14%,2%,-18%
CCCOc1cccc(CN2CCCCC2c2cccnc2)c1 (stereo not given),-7%[57.1 µM],·,11%,-1.6,1%,-1%,0%,3%
Cc1c(C(=O)NCc2ccc3c(c2)OCCO3)sc(=O)n1Cc1ccccc1F,10%[57.1 µM],-1,34%,0.8,5%,0%,-1%,-5%
COc1ccc(OC)c(S(=O)(=O)N2CCC3(CC2)OCCN3S(=O)(=O)c2ccccc2)c1,-4%,-1,1%,1.2,-3%,-1%,1%,6%
Cc1nnc(Nc2ccc(O)cc2)[nH]c1=O,7%,-19,13%,1.3,4%,0%,4%,10%
COc1ccc(/C=C/C(=O)OCC(=O)NC2CC2)c(OC)c1,1%,7,4%,-0.4,5%,4%,-5%,11%
COc1cccc(C2c3cc4c(cc3OC(N3CCCC3)C2C)OCO4)c1O (stereo not given),1%,-4,·,-1.8,-5%,3%,8%,1%
CCN(c1ccccc1)S(=O)(=O)c1cc(C(=O)OCC(=O)c2c(N)n(C)c(=O)n(C)c2=O)ccc1C,32µM*,-26,·,0.4,-2%,-14%,-2%,-7%
Cc1cn(CCC(=O)Nc2ccc(N3CCOCC3)cc2)c2ccccc12,-8%,4,21%,2.9,-1%,-15%,?,9%
CCN1C=C(Cc2ccccc2C)C2=C(C1)C(c1ccccc1C)C(C#N)=C(N)O2 (stereo not given),?,-9,3%,-2.0,12%,-5%,-11%,4%
CCOC(=O)N1CCN(c2c(Nc3ccc4c(c3)OCCO4)c(=O)c2=O)CC1,7%,2,11%,-0.2,-5%,2%,0%,-14%
COc1ccc(C2=NOC(C(=O)NCc3ccccn3)C2)cc1OC (stereo not given),-7%,-53*,5%,7.1,-1%,-2%,8%,20%
CCC1(c2ccccc2)NC(=O)N(CC(=O)Nc2ccccc2C(=O)N2CCCCC2)C1=O (stereo not given),7%,11,-2%,-2.0,5%,2%,16%,3%
Cc1nc(SCC(=O)NC(C)(C#N)C2CC2)c2c(-c3cccs3)csc2n1 (stereo not given),-6%,0,·,-2.0,2%,-9%,-7%,-26%
C#CCOc1c(/C=C\c2nc(O)c([N+](=O)[O-])c(=O)[nH]2)cc(Br)cc1OC,-1%[11.6 µM],-68*,10%,0.7,-5%,-11%,?,-11%
CCOc1ccccc1/C=C(/NC(=O)c1ccccc1)C(=O)NC(C)c1ccccc1 (stereo not given),-33%[57.1 µM],-4,31%,0.3,13%,-5%,47%[activator],10%
O=C1[C@H](Cc2ccccc2)NCC=CC[C@@H](c2ccc(Cl)cc2)N1Cc1ccccc1,-7%,19,14%,-0.6,-9%,-7%,-15%,7%
CCOC(=O)c1cnc2ccccc2c1Nc1ccc(C(=O)O)cc1,0%,-12,15%,-1.5,-7%,-12%,-5%,2%

# Copied from the list.
# EPAC1 agonist, Cc1cn([C@H]2C[C@H](O)[C@@H](CCC(=O)NCCc3cnc[nH]3)O2)c(=O)[nH]c1=O : -1%
# EPAC1 antagonist, CCC1(c2ccccc2)NC(=O)N(CC(=O)Nc2ccccc2C(=O)N2CCCCC2)C1=O (stereo not given) : 16%
# WRN inhibitor, CCCC(=O)Nc1ccc2c(c1)nc(CCN1CCN(c3ccccn3)CC1)n2C : 15%
# Abeta yeast res, COc1cccc(C2c3cc4c(cc3OC(N3CCCC3)C2C)OCO4)c1O (stereo not given) : 1%
# PI5P4Ka inh, Cc1cc(C)cc(NC(=O)COC(=O)COc2cccc3c2OC(C)(C)C3)c1 : 13

# Back to the main list, starting two compounds before the break.
SMILES,WRN inhibitor,PI5P4Ka inh,FUS yeast rescue,IL2 activator,EPAC1 agonist,PLK1 PBD block,EPAC1 antagonist,Abeta yeast res
O=C1[C@H](Cc2ccccc2)NCC=CC[C@@H](c2ccc(Cl)cc2)N1Cc1ccccc1,-7%,19,14%,-0.6,-9%,-7%,-15%,7%
CCOC(=O)c1cnc2ccccc2c1Nc1ccc(C(=O)O)cc1,0%,-12,15%,-1.5,-7%,-12%,-5%,2%
CC(C)Oc1ccc(N2C(=O)c3ccccc3C2=O)cc1,6%,-4,11%,1.9,7%,-9%,-15%,17%
c1ccc(Cn2nnc3c(N4CCc5ccccc54)ncnc32)cc1,8%,0,15%,-3.1,4%,-9%,-5%,4%
COc1ccc(NC(=O)c2cc3c(COC(C)=O)cnc(C)c3oc2=Nc2cccc(C(=O)O)c2)c(OC)c1,-7%,1,-9%,-2.4,-2%,-8%,0%,-9%
Cc1cccc(C)c1OCC(=O)Nc1ncn[nH]1,5%,·,15%&-5%,0.3,1%,-2%,11%,12%&-7%
CCCC(=O)Oc1ccccc1C1SCc2cc(C)c(C)cc2CS1,-8%,5,24%,1.5,-6%,0%,-1%,17%
CCOC(=O)CN1C(=O)C(O)=C(C(C)=O)C1c1ccccc1 (stereo not given),-20%,1,-22%,0.4,9%,-2%,1%,-10%
O=C(Nc1ccccc1C(F)(F)F)c1cc(-c2cccc(O)c2)on1,-9%,·,-3%,0.8,0%,-4%,2%,3%
COc1ccc2c(C)cc(N3CCN(c4ccc(F)cc4)CC3)nc2c1,-7%,·,7%,1.3,13%,-7%,-17%,-10%
COc1cccc(NC(=O)Nc2ccccc2C(N)=O)c1,-9%,0,-4%,-3.8,8%,-7%,-16%,-22%
COc1ccc(NC(=O)CSCC(=O)NCCc2ccccn2)cc1,0%,10,3%,0.9,-1%,-4%,4%,5%
CS(=O)(=O)N(CC(=O)NCc1cccnc1)C1CCCCC1,-3%,6,-11%,0.5,7%,-12%,-1%,-9%
O=C(Nc1cccc(S(=O)(=O)N2CCOCC2)c1)c1ccccn1,-1%,5,0%,0.2,13%,-7%,12%,-2%
CC(=O)N1CCN(c2ccc(NCc3cccc(C)c3)cc2)CC1,·,·,4%,0.0,4%,·,-1%,3%
Cc1cccc(NS(=O)(=O)c2cc3c4c(c2)C(C)C(=O)N4CCC3)c1 (stereo not given),2%,-6,10%,-2.3,0%,-2%,5%,-1%
CCN(Cc1nc2cc(Cl)ccc2c(=O)[nH]1)C(=O)C1CC(=O)N(c2cccc3ccccc23)C1 (stereo not given),-7%,?,29%,0.9,8%,-1%,-2%,-8%
NC(=O)CN1C(=O)NC2(CCCc3ccccc32)C1=O (stereo not given),4%,-5,28%,-2.6,3%,-3%,-15%,13%
O=C(c1ccc(=O)[nH]c1)N1CCN(S(=O)(=O)c2ccc3ccccc3c2)CC1,3%,7,4%,-0.1,-1%,-4%,-3%,2%
CN(C)C(=S)NC1(C)CCS(=O)(=O)C1 (stereo not given),-19%,10,-40%,3.7,2%,-5%,-6%,-2%[9.22 µM]
COc1ccc(C(=O)C(Cc2cc(C(C)=O)ccc2OC)N2CCCC2)cc1 (stereo not given),-5%,2,13%,-1.4,-4%,-7%,-19%,2%
O=C(O)CC1S/C(=N/N=C/C=C/c2ccccc2[N+](=O)[O-])NC1=O (stereo not given),-32%[57.1 µM],-6,5%,6.1,9%,-7%,-14%,9%
O=C(O)c1ccc(Cn2cc(C(F)(F)F)ccc2=O)cc1,4%,3,-8%,-2.4,-1%,-1%,-26%,3%
Cc1cc(SCC(=O)N2c3ccccc3NC(=O)CC2C)nc2ccccc12 (stereo not given),9%,-15,-6%,-3.0,4%,?,0%,6%
COc1ccc(C2CC(c3ccc(C)cc3)Nc3nc(N)nn32)cc1 (stereo not given),-7%,-3,24%,-2.4,0%,-8%,-2%,4%
CCOc1ccc(-n2c(SCC(=O)Nc3cc(OC)c([N+](=O)[O-])cc3C)nc3ccccc32)cc1,0%,-1,-7%,0.7,10%,7%,3%,2%
O=C(NCCc1c[nH]c2ccccc12)C1CCC(Cn2c(=S)[nH]c3ccccc3c2=O)CC1 (stereo not given),-4%,·,31%,-2.3,10%,-3%,14%,17%
# Next part
SMILES,WRN inhibitor,PI5P4Ka inh,FUS yeast rescue,IL2 activator,EPAC1 agonist,PLK1 PBD block,EPAC1 antagonist,Abeta yeast res
Cn1c(=O)c2c(ncn2CC(=O)OCC(=O)Nc2ccc(Cl)cc2Cl)n(C)c1=O,2%,0,16%,-1.9,6%,-13%,-10%,-2%
CSc1ccc(Cl)c(C(=O)NNC(=O)c2csc(N3CCOCC3)n2)c1,4%,-3,4%,-4.1,8%,-12%,-4%,0%
COc1ccc(NC(=O)O/N=C/c2ccccc2Cl)cc1,5%,3,-12%,0.2,-2%,-2%,1%,-7%
CC(OC(=O)Cc1n[nH]c(=O)c2ccccc12)C(=O)Nc1ccc(F)cc1 (stereo not given),7%,2,-8%,-2.0,5%,-2%,-3%,-6%
Cc1ccc([N+](=O)[O-])cc1N/C=C1\CCCCC1=O,-17%,-1,8%,1.7,-12%,-8%,-11%,-3%
CCSc1nnc2ccc(-c3ccco3)nn12,6%,5,-1%,0.2,-8%,-12%,-1%,7%
CC[N+](CC)(CC)CC(=O)Nc1c(C)cccc1C,-2%,1,-38%,0.0,1%,2%,?,-1%
CCOC(=O)N1CCN(c2c(N3CCN(c4cccc(C(F)(F)F)c4)CC3)c(=O)c2=O)CC1,8%,·,3%,-0.1,2%,-8%,6%,4%
C/C(CC(=O)NC1CCCC1)=N\NC(=O)Cc1csc(N)n1,-5%,3,1%,1.2,-2%,-7%,-23%,12%
COc1ccc(N2CCN(C(=O)C3CCCN(S(=O)(=O)c4ccc(F)cc4)C3)CC2)cc1 (stereo not given),-31%,-3,34%,-6.2,-5%,-5%,1%,14%
CC(/C=C/c1ccccc1F)=N\NC(=O)C(C)C,0%,-5,·,0.4,-1%,2%,5%,13%
